Bioassay records: PubChem, National Center for Advancing Translational Sciences (NCATS)
KB-V1 cytotox: kills drug-selected multidrug resistant KB-V1 cells | KB-V1 MDR cells viability, CellTiter-Glo, 72 h | Potency, µM (top dose mostly 46.1 µM), inactives show top-dose activity change, negative = cytotoxicity, most hits filed as cytotoxic | actives 3.4% (n = 400,000); note: potency is the fitted concentration of half-maximal effect; % is set by controls: 0 for no effect and ±100 for the full control effect; nearly all actives have a fitted effect of over 60% in size
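In this primary screen, KB-V1 cells overexpressing P-gp are incubated with library compounds (lowest to highest concentration) for 72 h at 37 degrees C before a luminescent ATP viability read.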
HT1080 IDH1KD tx: HT-1080 IDH1 knockdown cell toxicity (counter line); HT-1080 IDH1 knockdown viability, ATP luminescence, 48 h; actives 2% (n = 360,000); Potency, µM (titrated, usually from 46.1 µM), for inactives: top-dose activity, negative = toxicity, hits mostly cytotoxic;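 note: potency is the fitted concentration of half-maximal effect; 0% = DMSO wells and -100% = cell-free medium wells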
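Knockdown cells (IDH1KD HT-1080) received compounds 2 h after plating at 750 cells/well and were kept 48 h at 37 °C in 5% FBS RPMI. A CellTiter-Glo luminescence read gave % activity for curve fitting.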
KB-3-1 cytotox: KB-3-1 parental cell cytotoxicity; KB-3-1 viability, CellTiter-Glo ATP luminescence, 72 h; actives 1.4% (n = 400,000); Potency, µM (top dose mostly 46.1 µM), for inactives: top-dose activity change, negative = cytotoxic, actives largely listed as cytotoxic; AID 1347075; note: potency is the fitted concentration of half-maximal effect; % is set by controls: 0 for no effect and ±100 for the full control effect; nearly all actives have a fitted effect of over 60% in size
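KB-3-1 parental drug-naive adenocarcinoma cells in DMEM/10% FBS, incubated 72 h at 37 C with pin-transferred compounds across a concentration series. Viability by CellTiter-Glo luminescence; concentration-response curves fitted after normalization.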
ATXN viability: viability counter-screen for ATXN expression inhibitors; Potency, µM (doses to about 56.7 µM), actives largely listed as cytotoxic; actives 0.49% (n = 400,000); S2 cells (HEK-293 line with an ATXN2-luciferase reporter) viability, CellTiter-Fluor protease fluorescence, 24 h; AID 651635; note: potency is the fitted concentration of half-maximal effect; nearly all actives have a fitted effect of over 40% in size
ATXN2 expr inh: ATXN2 expression inhibition; HEK-293 ATXN2-luciferase reporter, luminescence, 24 h; Potency, µM (top dose mostly 57 µM), without a hit: at the top dose activity change, negative = inhibition, hits mostly inhibitors; actives 0.72% (n = 360,000); AID 1745845; note: potency is the fitted concentration of half-maximal effect; % is set by controls: 0 for no effect and ±100 for the full control effect; nearly all actives have a fitted effect of over 55% in size
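ATXN2-luciferase reporter cells (luciferase flanked by upstream and downstream ATXN2 gene portions) were treated 24 h at 37 °C with compounds at up to 57 uM. SteadyGlo luminescence gave expression; GF-AFC fluorescence gave viability.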
HT1080-NT tox: kills 2HG-producing HT-1080-NT fibrosarcoma cells. HT-1080-NT fibrosarcoma viability, CellTiter-Glo ATP luminescence, 48 h. actives 1.6% (n = 360,000). Potency, µM (doses to about 46.1 µM), inactives show at the top dose activity, negative = less viability, hits mostly cytotoxic;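 note: NT is the 2HG producing partner of a matched IDH1 knockdown line; potency is the fitted concentration of half-maximal effect; 0% = DMSO-treated cells and -100% = media-only wells without cells; nearly all actives have a fitted effect of over 55% in size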
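Viability by CellTiter-Glo luminescence after 48 h compound exposure at 37C of HT-1080-NT cells (750/well, RPMI, 5% FBS). % activity scaled between DMSO wells and medium-only wells, then curve-fitted and categorized by curve class.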
IL1B secr inh: inflammasome signaling inhibition, IL-1 beta readout; activity change, % at 57.5 µM; actives 4.7% (n = 360,000); THP-1 LPS/ATP IL-1B secretion, AlphaLISA, 16 h; hits give low values; AID 743279; in the data active = activity change below about -50%; inconclusive = mostly about -30% to -49%; note: % is set by controls: 0 for no effect and ±100 for the full control effect
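THP-1 cells pretreated 1 hr with compounds (up to 57.5 uM final), then stimulated with LPS (250 ng/mL final) plus ATP (1.25 mM final); secreted IL-1B measured by AlphaLISA after 16 hr, decreased signal indicating inhibition.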
MCF10A rerep: induces DNA re-replication in MCF 10a normal breast cells; actives 2.9% (n = 350,000); Potency, µM (series often up to 46.1 µM), for inactives: top-dose activity, positive = re-replication, actives largely listed as activators; MCF 10A DNA re-replication, Hoechst nuclear intensity, 48 h; note: potency is the fitted concentration of half-maximal effect; % of control where 0% means no effect; nearly all actives have a fitted effect of over 50% in size
SW480 rereplic: DNA re-replication induction in SW480 cells. SW480 DNA re-replication, Hoechst DNA content imaging, 48 h. Potency, µM (doses to about 46.1 µM), for inactives: top-dose re-replication activation, usual class: activators. actives 1.8% (n = 340,000). AID 624297; note: potency is the fitted concentration of half-maximal effect; % of control where 0% means no effect; nearly all actives have a fitted effect of over 55% in size
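Cells (250 per well) received 23 nL compound or DMSO by pin tool and were kept 48 hr at 37 C, 5% CO2. Nuclei were then stained with Hoechst for 40 min and scanned for DNA content.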
* = called active by the depositor; i = inactive; ? = inconclusive; / = no result given; [ ] = remark or other dose. Unless noted, calls come from the whole dose curve; as a rule, active = well fitted curve in the direction sought with a large enough effect; inconclusive = small, poorly fitted or top-dose-only effect, or another doubt; inactive = no such curve, though single readings can be large; an effect the other way counts as inactive or inconclusive. Compounds as they come; overall some 11% were active at least once.

SMILES	KB-V1 cytotox	HT1080 IDH1KD tx	KB-3-1 cytotox	ATXN viability	ATXN2 expr inh	HT1080-NT tox	IL1B secr inh	MCF10A rerep	SW480 rereplic
CCC1CCCCN1C(=O)Cn1c(=O)n(CCC(=O)NCc2ccco2)c(=O)c2sccc21 (stereo unspecified)	0%	-1%	3%	i	1%	0%	-3	-5%	-2%
Cc1cc(NC(=O)CSCC(=O)OCc2nnc(-c3ccc(F)cc3)o2)no1	2%	5%	-3%	i	-2%	2%	28	5%	-1%
CCCC(C(=O)NCC1CCCO1)N(C(=O)CNS(=O)(=O)c1ccccc1)c1ccc(F)cc1 (stereo unspecified)	-27%	9%	3%	?	-25%	12%	23	0%	-11%
Cc1ccc2c(CC(=O)Nc3ccc(S(=O)(=O)N4CCC(C)CC4)cc3)coc2c1	-16%	/	4%	?	?	/	/	/	/
CC(=O)c1ccc(-c2cccc(-c3nc4ccccn4c3NC3CCCCC3)c2)cc1	?	?	?	16µM*	?	?	-66*	?	?
Cc1cccc(Cn2cnc3ccccc32)c1	?	-9%	-20%	i	4%	-3%	31	2%	5%[9.22 µM]
CCn1cc(C(=O)NCC(=O)NC(C)(C)CO)c(=O)c2cc3c(cc21)OCO3	?	14%	23%	i	7%	22%	8	-29%	11%
CNc1oc(-c2cccc3ccccc23)nc1C#N	0%	-2%	-2%	i	23%	2%	-2	?	?
CCc1noc(C)c1C(=O)Nc1cc(S(=O)(=O)N2CCOCC2)ccc1OCC(F)(F)F	0%	0%	-3%	i	-12%	-2%	-12	-4%	-67%[inhibitor]
CC(=O)c1ccc(OC(=O)Oc2ccc(C(C)=O)cc2)cc1	-74%	0%	19%	i	4%	-1%	2	-1%	-2%
O=C(Cc1cc(=O)[nH]c(=O)[nH]1)NCc1ccc(Cl)cc1	12%	0%	19%	i	-10%	-10%	-11	8%	5%
CS/C(=N/S(=O)(=O)c1ccc(C)cc1)c1ccccc1	23%	-9%	2%	i	-24%	0%	-55*	0%	-4%
O=C1CC(N2CCN(c3ccc(F)cc3)CC2)C(=O)N1c1ccccc1 (stereo unspecified)	2%	-7%	10%	i	-14%	6%	5	-46%[inhibitor]	14%
COc1ccc(-n2nc(C(=O)NCc3cc(OC)ccc3OC)c3c4ccccc4n(C)c3c2=O)cc1	?	11%	-7%	i	5%	-3%	56	7%	0%
CC(=O)c1c(C)[nH]c(C(=O)COC(=O)CCOc2ccc(C)cc2)c1C	-8%	6%	-19%	i	9%	-7%	-89*	?	-4%
Cc1nc2sccn2c(=O)c1Cl	10%	3%	-9%	i	3%	10%	29	0%	0%
O=C(NCc1ccc(Cl)cc1)C(=O)NCC(c1ccco1)N1CCOCC1 (stereo unspecified)	?	1%	-1%	i	-6%	-6%	6	1%	-4%
CC(C)c1ccc(NC2CCCN(C(=O)c3ccoc3)C2)cc1 (stereo unspecified)	-12%	14%	-20%	i	/	-5%	27	-10%	-7%
COc1ccc(-c2c(C#N)c(N)nc3c2CCCC3)cc1OC	-5%	-1%	-3%	i	-14%	3%	-15	3%	-5%
COc1cc(CN(C(=O)COc2ccccc2Cl)c2ccccn2)cc(OC)c1OC	6%	/	-17%	i	7%	/	/	/	/
CC(C(=O)OCC(=O)Nc1ccc(S(N)(=O)=O)cc1)N1C(=O)c2ccccc2C1=O (stereo unspecified)	0%	18%	22%	i	8%	3%	27	1%	-4%
Cn1c(/C=N/O)nc2ccccc21	5%	12%	-3%	i	6%	1%	0	2%	-9%
COc1ccccc1N(C(=O)c1csnn1)C(C(=O)NC1CCCC1)c1ccccc1 (stereo unspecified)	?	10%	-7%	i	11%	11%	1	?	-3%
O=C(Cn1nc(Cc2ccncc2)c2ccccc2c1=O)N1CCN(C(=O)c2ccco2)CC1	-1%	6%	5%	i	4%	-1%	-7	8%	-7%
CCCC(c1nnnn1CC1CCCO1)N1CCN(c2cc(Cl)ccc2C)CC1 (stereo unspecified)	?	-13%	?	i	-35%	-13%	-10	5.2µM*	19%
Cc1ccnc(NC(=O)c2ccc(S(=O)(=O)c3ccccc3)cc2)c1	-24%	0%	1%	i	/	-4%	-8	17%	2%
O=C(OCCOCn1cc(Br)c(=O)[nH]c1=O)c1ccccc1	2%	1%	0%	i	14%	-4%	4	9%	?
CCNC(=O)C1(C)CCCN(C(=O)c2ccnc(Cl)c2)C1 (stereo unspecified)	?	?	0%	i	16%	17%	9	/	/
Cc1ccc(Nc2ncccc2C(N)=O)cc1	0%	0%	-5%	i	49%[activator]	1%	-2	-26%	2%
Cc1c(C)c2ccc(OCC(=O)N[C@@H](Cc3c[nH]c4ccccc34)C(=O)O)cc2oc1=O	0%	0%	0%	i	-1%	6%	25	?	5%
CCc1ccc(NC(=O)c2ccc(NC3=NC4CS(=O)(=O)CC4S3)cc2)cc1 (stereo unspecified)	-7%	-3%	1%	i	25%	1%	-12	0%	0%
COc1ccc(C(=O)Nc2cccc3c2C(=O)NC3=O)cc1S(=O)(=O)N1CCOCC1	-13%	-4%	-7%	i	-16%	0%	52	-1%	0%
Cc1cccc(C(=O)OCc2cc(=O)n3ccsc3n2)c1	0%	/	3%	i	21%	/	/	/	/
Cc1ccc(NC(=O)CSc2ccc(-c3cccnc3)nn2)cc1Cl	-13%	-1%	-4%	?	/	-12%	25	?	-3%
COc1ccc(C(=O)N2CCN(C(=O)COc3ccccc3)CC2)cc1OC	-4%	/	16%	i	-3%	/	/	/	/
CCSc1nnc(NC(=O)c2c(C)noc2C)s1	1%	1%	-4%	i	17%	16%	0	1%	12%
CC(C)N1CC(C(=O)Nc2ccccc2)CC1=O (stereo unspecified)	?	-1%	0%	i	-10%	-4%	10	-9%	-11%
O=C(O)CCN1C(=O)NC2(CCCC2)C1=O	25%	5%	12%	?	-3%	12%	-6	-2%	-9%
CCN(CC)S(=O)(=O)c1ccc(OC)c(NC(=O)C2CC(=O)N(c3ccc(C)cc3)C2)c1 (stereo unspecified)	-10%	10%	14%	i	-3%[11.3 µM]	-6%	-6	-6%	3%
COc1ccccc1/C=C(/C#N)C(=O)O	-2%	?	0%	i	/	-28%	-7	1%	-2%
O=C(C1=NN[C@@H]2C(=O)N(c3cccc(F)c3)C(=O)[C@H]12)c1cnccn1	3%	15%	16%	i	17%	17%	/	3%	0%
COc1ccc(CNC(=O)CCSCc2cccc(Cl)c2)cc1	12%	23%	7%	i	-4%	19%	-4	-2%	1%
Cc1cc(C)nc(N(C#N)CN2C(=O)c3ccccc3S2(=O)=O)n1	48%	1%	-3%	i	2%	-1%	-14	?	-4%
COc1ccc(C(CC(=O)NCC(OC)OC)NS(=O)(=O)c2ccc(Cl)cc2)cc1 (stereo unspecified)	-14%	25%	-5%	i	-16%	?	10	1%	6%
CS(=O)(=O)N1CCN(c2ccc(NC(=O)c3cccnc3Cl)cc2)CC1	9%	5%[9.24 µM]	-9%	i	7%	2%	2	18%	1%
CC1(C)CC(=O)C2=C(C1)C(c1cn(-c3ccccc3)nc1-c1ccccc1)C(C#N)=C(N)O2 (stereo unspecified)	-18%	?	-27%	?	35%	?	-56*	?	13%
CCc1nc(N2CCN(S(=O)(=O)c3ccc(Br)cc3)CC2)c2c(C)c(C)sc2n1	?	7%[9.24 µM]	-7%	i	-23%	0%	-9	2%	-5%
CCNC(=S)Nc1ccc(OC(F)(F)F)cc1	2%	-2%	-1%	i	7%	1%	-2	1%	0%
COc1ccc(CNC2CCN(Cc3ccccc3)CC2)cc1	-4%	-1%	-5%	i	-18%	-7%	0	?	?
CCOc1cc(-c2ccc(OC(=O)c3ccc(OC)cc3)c(OC)c2)cc(=O)c2c(C)oc(C)c12	?	/	-5%	i	4%	/	/	/	/
